# Screening results from PubChem.
# TNAP inh hiacc = human TNAP enzyme inhibitors, primary screen, biochemical, luminescent, high phosphate acceptor level, uHTS; 200,000 compounds, 0.03% hits; inhibition, % at 20 µM; purified TNAP, CDP-star luminescence, 1 M DEA; Alkaline phosphatase, tissue-nonspecific isozyme (Homo sapiens), P05186;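 active = over 50% inhibition of tissue-nonspecific alkaline phosphatase at 20 µM in the single-dose screen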;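 note: plate controls were DMSO wells for no effect and EDTA-quenched wells as full inhibition for full effect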
# Target sequence (P05186 whole entry, looked up): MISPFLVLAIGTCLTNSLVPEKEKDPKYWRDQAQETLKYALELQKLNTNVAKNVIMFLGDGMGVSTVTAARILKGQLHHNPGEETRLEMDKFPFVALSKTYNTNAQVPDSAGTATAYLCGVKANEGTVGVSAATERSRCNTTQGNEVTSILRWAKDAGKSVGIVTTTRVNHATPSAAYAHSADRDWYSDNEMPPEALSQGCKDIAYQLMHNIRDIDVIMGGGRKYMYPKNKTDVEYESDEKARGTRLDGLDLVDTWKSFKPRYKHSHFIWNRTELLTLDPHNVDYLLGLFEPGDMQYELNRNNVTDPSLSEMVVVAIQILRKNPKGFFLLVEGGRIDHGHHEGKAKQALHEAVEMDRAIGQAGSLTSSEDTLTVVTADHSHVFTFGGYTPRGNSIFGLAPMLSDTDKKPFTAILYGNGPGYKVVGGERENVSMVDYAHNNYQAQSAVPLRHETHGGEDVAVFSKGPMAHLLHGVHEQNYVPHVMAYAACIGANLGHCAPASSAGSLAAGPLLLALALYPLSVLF
# bIAP activator = bovine intestinal alkaline phosphatase activators, primary screen, biochemical, bovine IAP, CDP-star luminescence; alkaline phosphatase, intestinal [Bos taurus]; purified bovine IAP, 30 min; active compounds read high; fold of DMSO-control signal, blank-subtracted; activation factor at 20 µM; 200,000 compounds, 0.17% hits; AID 1016, 2008;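 active = activation factor of 2 or more at 20 µM, a signal rise over negative controls twice the positive control's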
# FLuc inh counter = firefly luciferase enzyme inhibitors, primary screen, artefact control for luciferase-based inhibitor screens, biochemical, luminescence, ATPLite; Luciferin 4-monooxygenase (Photinus pyralis), P08659; 10 min; inhibition, % at 10 µM; 200,000 compounds, 1.5% hits;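 active = inhibition above about 50% when tested at 10 µM, limit read from the data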
# Target sequence (P08659 whole entry, looked up): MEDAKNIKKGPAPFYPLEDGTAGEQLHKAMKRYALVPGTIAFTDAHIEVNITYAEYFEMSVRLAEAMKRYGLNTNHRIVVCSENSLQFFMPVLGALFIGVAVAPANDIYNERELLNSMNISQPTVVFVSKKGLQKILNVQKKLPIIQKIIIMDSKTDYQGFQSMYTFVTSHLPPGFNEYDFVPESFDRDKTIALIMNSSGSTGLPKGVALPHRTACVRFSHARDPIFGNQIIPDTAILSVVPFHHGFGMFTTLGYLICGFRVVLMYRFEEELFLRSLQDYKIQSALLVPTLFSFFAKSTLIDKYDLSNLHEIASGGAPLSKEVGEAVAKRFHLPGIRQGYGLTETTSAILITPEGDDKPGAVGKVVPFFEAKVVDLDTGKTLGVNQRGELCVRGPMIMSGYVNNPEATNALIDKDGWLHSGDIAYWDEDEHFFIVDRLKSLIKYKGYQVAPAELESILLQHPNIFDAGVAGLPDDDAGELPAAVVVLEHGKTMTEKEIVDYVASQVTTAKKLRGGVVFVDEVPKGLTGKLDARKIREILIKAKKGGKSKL
# FLuc stim CS = FLuc activators, initial screening, artefact control for FLuc-dependent activation tests, biochemical, ATPlite luminescence; Luciferin 4-monooxygenase (Photinus pyralis), P08659; ATPlite luciferase biochemical, 10 min; 0 = ATP-free wells, 1 = DMSO control; activation factor at 10 µM; 200,000 tested, under 10 active;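 active = luciferase activation factor, scaled between plate controls, of at least 2 with compound at 10 µM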
#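 test system = cell-free luciferase reagent | medium = PBS as buffer for the ATP substrate | dosing = test compounds dosed from 2 mM stocks in 100% DMSO | incubation = 10 min at ambient temperature | detection = luminescence measurement of luciferase light output | benchmarks = low control with PBS replacing ATP, high control enzyme plus ATP without compound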
# bIAP inh = bovine intestinal alkaline phosphatase inhibitors, primary screen, selectivity assay for TNAP inhibitor project, biochemical, bovine IAP, CDP-star luminescence. 190,000 tested, under 10 active. inhibition, % at 20 µM. alkaline phosphatase, intestinal [Bos taurus]. purified bovine IAP, 30 min;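 active = over 50% inhibition of intestinal alkaline phosphatase at 20 µM in the single-dose screen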
#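 System: Purified bovine intestinal alkaline phosphatase (IAP) enzyme | Input: IAP diluted 1/65,000,000 in the well | Also added: CDP-star chemiluminescent phosphatase substrate, 30 µM final | Dosing: 20 µM single dose | Times: Enzyme reaction for 30 min at room temperature | Detection: Luminescence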
# RAM inhibit = inhibitors of the yeast RAM network, primary screen, dse1pr::URA3 reporter, 5-FOA selection; S. cerevisiae dse1pr::URA3 reporter, 5-FOA growth OD615, 2 d; analog-sensitive cbk1-as2 kinase mutant strain; inhibition, % at 50 µM; 190,000 compounds, 1.8% hits; AID 868, 2007;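 active = inhibition above a set limit, 3 SD over mean compound inhibition, cut at about 8.4% in these data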;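 note: 0% = DMSO-only wells with no growth and 100% = 10 µM 1-NA-PP1 full growth; inhibition rescues growth on 5-FOA so higher OD means more RAM inhibition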
# L major viab = Leishmania major promastigote growth inhibition, primary screen; Leishmania major promastigotes, resazurin fluorescence viability; inhibition, % at 10 µM; AID 1063, 2008; 200,000 compounds, 9% hits; in the data active = inhibition above about 50%;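 note: promastigotes grown with compound for 44 hours at 28 °C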
# TNAP inh no acc = human TNAP enzyme inhibitors, primary screen, biochemical, luminescent, no phosphate acceptor, uHTS. purified TNAP, CDP-star luminescence, 30 min. inhibition, % at 20 µM. 200,000 compounds, 0.26% hits. AID 1012, 2008. Alkaline phosphatase, tissue-nonspecific isozyme (Homo sapiens), P05186;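 active = tissue-nonspecific alkaline phosphatase inhibition above about 50% at 20 µM in the single-dose screen, limit read from the data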;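 note: 0% = DMSO negative control and 100% = EDTA positive control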
# APP 5UTR inh = inhibitors of APP translation via 5'UTR reporter, primary screen, APP 5'UTR luciferase, SH-SY5Y cells; SH-SY5Y APP 5'UTR-luciferase reporter, luminescence; inhibition, % at 2 µM; 190,000 compounds, 0.82% hits;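 active = inhibition above a set limit, derived from the sample mean plus 3 SD, cut at about 45% in these data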; note: values of inactives mirror those of a sister screen read the other way
# TNAP act hi DEA = TNAP activators at high phosphate acceptor level, primary screen, biochemical, luminescence, uHTS; purified TNAP, CDP-star luminescence, 1 M DEA, 30 min; active compounds read high; 0 = EDTA background, 1 = DMSO-only activity; Alkaline phosphatase, tissue-nonspecific isozyme (Homo sapiens), P05186; 200,000 tested, under 10 active; AID 1136, 2008; activation factor at 20 µM;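 active = activation factor at least 2 at 20 µM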
#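 Dosing: 20 µM single point. System: human TNAP. Amount: TNAP 1/800 final. Incubation: 30 min, room temperature. Read-out: TNAP activation factor scaled between EDTA and DMSO control wells. Signal: luminescence from CDP-star hydrolysis. Medium: 1 M DEA, pH 9.8, Mg2+, Zn2+. Control set: EDTA negative control, DMSO positive control.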
# * = called active by the depositor.
SMILES,TNAP inh hiacc,bIAP activator,FLuc inh counter,FLuc stim CS,bIAP inh,RAM inhibit,L major viab,TNAP inh no acc,APP 5UTR inh,TNAP act hi DEA
COc1ccc(CC(=O)NNC(=O)CSc2ccc(C)cc2)cc1,-4.5,1.1,-4.4,1,-14.5,1.1,-3.6,-136.1,0.7,1
O=C1CC(C(=O)NC2CCCCC2)C(c2ccccc2)O1 (stereo not given),-0.4,1,-0.2,1,-3.4,-0.2,0.3,-4.3,-18.3,1
C=CCc1cccc(/C=N/NC(=O)CNc2ccccc2)c1O,-1.1,0.9,-3.4,1,7.5,6.6,-6.4,-27.2,20.8,1
COC(=O)C1C(c2ccccc2)C(C(=O)O)C1c1ccccc1 (stereo not given),-3.0,1,-9.4,1.1,-3.4,0.9,-1.8,-4.7,-23.5,1
COC(=O)CSc1[nH]c(=O)cc(C)c1C#N,-8.4,0.9,-11.5,1.1,5.1,0.9,-5.5,-1.0,1.0,1.1
NC(=O)c1c(NC(=O)c2ccc(S(=O)(=O)N3CCOCC3)cc2)sc2c1CCCCC2,3.8,0.9,-9.0,1.1,8.2,0.2,19.9,-14.6,11.5,1
Cc1c(CN2CCCC(CO)(Cc3cccc(Cl)c3)C2)cnn1C (stereo not given),-2.6,1.1,-2.7,1,-7.7,1.0,61.5*,-6.5,-5.5,1
O=C(CSc1cccs1)Nc1cccc2ccccc12,1.8,1,1.6,1,1.6,2.5,63.7*,10.1,-30.7,1
CC(C)N1C(=O)CN(C2CCCCCC2)C(=O)C1c1ccccc1F (stereo not given),-2.9,0.9,0.2,1,5.1,1.8,2.5,-7.2,-38.6,1
Cc1ccc(-n2nnnc2SCC(=O)N2CCc3ccccc3C2)cc1,-0.3,1,-4.8,1,-1.8,2.4,-3.0,-7.8,-0.1,1
O=C(OCc1ccc([N+](=O)[O-])cc1)C1CCN(S(=O)(=O)c2ccccc2)CC1,-4.1,0.8,-5.9,1.1,20.7,9.1*,34.5,-14.7,-6.4,1
O/N=C(/Cc1ccccn1)c1ccccc1,-4.5,1,-0.5,1,-2.1,-1.0,-3.2,-11.2,-8.0,1
C/C(CC(=O)Nc1ccccn1)=N\NC(=O)c1ccc2ccccc2c1,4.0,1.1,1.1,1,-8.1,-0.8,26.3,-19.7,-3.5,1
CCc1ccccc1OCCCCN1CCCC1,-0.7,1,-9.1,1.1,0.6,2.6,94.5*,-10.1,9.2,1
CCOC(=O)N1CCN(c2ccc(O)cc2)CC1,-6.8,0.9,-5.7,1.1,9.8,0.4,7.5,-13.5,-24.1,1.1
C#CCOCCOCCOCCNc1nc(N2CCOCC2)nc(N2CCN(C(=O)[C@H](CCCCN)n3cc([C@@H](N)CC(C)C)nn3)CC2)n1,-8.5,1,-11.8,1.1,-2.5,-0.1,-0.9,-6.7,18.2,1.1
COc1ccc(/C=N/NC(=O)CNC(=O)c2ccc(S(=O)(=O)N3CCOCC3)cc2)c(OC)c1,-3.4,0.7,-3.2,1,30.4,0.0,10.3,-10.5,8.3,1
CCn1cc(C(=O)N2CCN(Cc3ccc4c(c3)OCO4)CC2)c2cc(OC)c(OC)cc2c1=O,-3.8,1,-4.5,1,3.8,1.9,-4.7,-6.9,4.4,1
COc1ccc2c(c1)c(=O)cc(C)n2CC(=O)NCc1ccco1,-0.1,5.3*,-5.0,1.1,-429.9,0.3,2.6,-8.7,-11.3,1
COc1ccc(OCC(=O)O/N=C(\N)Cc2ccc(Cl)cc2Cl)cc1,-5.3,0.8,-0.8,1,16.3,2.1,-3.6,-18.7,11.0,1.1
Cc1ccc2nc(SCC(=O)NCc3ccco3)c(C#N)cc2c1,-6.9,0.9,-5.6,1.1,14.3,1.9,0.6,-18.1,-137.3,1.1
CCOc1ccc(NC(=O)CSc2ncn[nH]2)c([N+](=O)[O-])c1,1.5,1,-2.7,1,4.2,-0.4,-7.8,-7.8,-5.3,1
Cc1cc(SCC(=O)NCCN2C(=O)CSC2=O)nc2c(C)cccc12,-2.8,1,-2.2,1,1.7,4.5,24.4,-6.2,-5.4,1
Fc1cc(F)cc(NC(=S)NCCCN2CCOCC2)c1,-7.4,1.1,-6.2,1.1,-10.6,2.3,53.7*,-2.4,-4.2,1.1
CCN(CC(=O)NCCc1ccccc1)S(=O)(=O)c1ccc(Br)cc1,-1.9,1,-1.2,1,1.8,1.7,4.7,-7.7,10.3,1
# Next section:
SMILES,TNAP inh hiacc,bIAP activator,FLuc inh counter,FLuc stim CS,bIAP inh,RAM inhibit,L major viab,TNAP inh no acc,APP 5UTR inh,TNAP act hi DEA
O=C(NC1CCCCCC1)c1ccc2c(=O)n3c(nc2c1)CCCCC3,-5.5,1.1,21.2,0.8,-9.6,1.0,2.8,-10.8,-89.8,1.1
COc1ccc(-c2[nH]ncc2CN(C)Cc2nonc2C)c(OC)c1,-2.6,0.9,-7.0,1.1,11.2,1.5,2.5,4.7,9.2,1
Clc1cccc(N/N=C/c2ccc(N3CCOCC3)s2)c1,3.7,0.9,25.7,0.7,7.9,1.6,10.5,-13.4,-6.8,1
CCOC(=O)C(NC(=O)c1cccc(Cl)c1)(OCc1ccc(F)cc1)C(F)(F)F (stereo not given),-5.6,0.8,-2.4,1,17.4,1.2,5.8,0.1,-13.1,1.1
COc1ccc(C(O)(C(=O)NNc2ccc(C)cc2)c2cccs2)cc1 (stereo not given),-2.1,0.9,-4.7,1,10.3,0.3,16.6,-12.0,-6.5,1
O=C(COC(=O)C1CC(=O)N(Cc2ccccc2)C1)Nc1ccc2c(c1)OCO2 (stereo not given),-4.6,0.9,-7.2,1.1,5.8,-0.1,0.6,3.6,52.6*,1
Cc1ccccc1-n1c(=S)[nH]c2nc3c(cc2c1=O)CCCC3,-11.4,1,3.7,1,-3.0,2.7,-3.9,8.0,-11.8,1.1
Cc1cc(C)n(-c2ccc(C(=O)OCC(=O)Nc3ccc(Cl)c(S(=O)(=O)N(C)C)c3)cc2)n1,-4.3,1,-3.0,1,-0.2,4.9,-4.9,-13.8,7.9,1
O=C(COc1ccccc1)NCc1nnc(SCC(=O)Nc2nccs2)n1-c1ccccc1,-5.6,1,-6.8,1.1,4.2,4.4,-5.5,-5.9,-4.9,1.1
COc1ccc(C(=O)/C=C/c2cn(CC(O)CN3CCOCC3)c3ccccc23)cc1 (stereo not given),9.2,1.2,2.5,1,-16.3,-0.7,37.4,0.4,-4.7,0.9
CCN(CC)C(=O)c1sc(NC(=O)c2ccc(C)c([N+](=O)[O-])c2)c(C#N)c1C,-5.4,0.8,-3.7,1,16.1,1.1,-6.3,-10.4,17.1,1.1
COc1cc(/C=C/C(=O)OCC(=O)N2CCc3ccccc3C2)ccc1O,0.3,0.9,-1.9,1,7.2,5.1,75.9*,0.3,-1.1,1
COC1(NC(=O)c2ccccc2)C(C)=CC(=O)C=C1C,-3.9,0.9,2.9,1,7.4,1.4,8.8,-5.4,-16.7,1
Cc1cccc(NC(=O)CSc2nnc(-c3ccccc3)n2N)c1C,-6.5,1,-5.9,1.1,1.1,0.1,-6.2,-7.3,-7.1,1.1
COc1ccc(Oc2c(C)oc3c(CN(C)C)c(O)ccc3c2=O)cc1,-4.6,1,-9.9,1.1,-1.5,2.1,4.9,4.4,15.7,1
COCCN(C(=O)c1ccccc1F)c1c(N)n(Cc2ccccc2)c(=O)[nH]c1=O,-3.8,1,-6.3,1.1,1.6,0.1,-1.3,-14.5,-4.0,1
CC1CC(C)CN(CC(O)COc2ccc3c(c2)CCC3)C1 (stereo not given),-1.0,0.9,-4.1,1,6.5,0.9,88.8*,-17.9,6.8,1
CCCn1c(=N)n(CC(=O)C(C)(C)C)c2ccccc21,5.4,1,4.3,1,1.9,0.5,81.0*,1.4,-13.0,0.9
CC(C)N1C(=O)CCC1C(=O)N1CCC(Cc2ccccc2)CC1 (stereo not given),-4.3,0.8,-0.3,1,15.5,-1.2,-10.3,-9.8,-8.0,1
CC(C)NC(=O)COC(=O)c1ccc(NS(=O)(=O)c2ccc3c(c2)OCCO3)cc1,6.2,1,0.7,1,3.1,0.0,-10.9,-14.1,-2.5,0.9
O=C(O)CCC(=O)c1ccc2c(c1)CCCC2,2.7,0.9,-5.3,1.1,7.0,-0.5,-4.2,-9.1,-5.6,1
Cc1cc(NC(=O)CSc2nc(-c3ccco3)cc(C(F)(F)F)n2)n(-c2ccccc2)n1,-1.4,1.1,-4.2,1,-14.5,4.8,6.8,-7.7,-0.3,1
CCCc1ccc(OCC(=O)NNC(=O)c2cccnc2)cc1,0.3,1.5,5.7,0.9,-51.3,0.1,-6.3,-20.1,-14.4,1
O=C(Oc1ccc(Br)cc1)C1CC(=O)N(c2ccc(F)cc2)C1 (stereo not given),0.9,0.9,-4.9,1,11.0,-0.8,2.5,-5.9,6.2,1
COC(=O)c1ccccc1NC(=O)Cn1c(-c2nonc2N)nc2ccccc21,3.4,0.9,-8.1,1.1,8.9,4.2,-4.7,-7.0,95.1*,1
COc1cccc(NC(=O)C(C#N)Cc2ccncc2)c1 (stereo not given),-0.9,1,-0.9,1,4.3,-0.9,-3.0,-6.3,-18.9,1
CCOc1ccc(-c2nnc(-c3ccccc3)o2)cc1,-6.3,0.9,74.8*,0.3,13.4,2.4,-3.5,-4.6,-113.7,1.1

# A second format for some results above:
# Screens in order: TNAP inh hiacc, bIAP activator, FLuc inh counter, FLuc stim CS, bIAP inh, RAM inhibit, L major viab, TNAP inh no acc, APP 5UTR inh, TNAP act hi DEA
- CCOC(=O)C(NC(=O)c1cccc(Cl)c1)(OCc1ccc(F)cc1)C(F)(F)F (stereo not given)
 : -5.6, 0.8, -2.4, 1, 17.4, 1.2, 5.8, 0.1, -13.1, 1.1
- CC(C)N1C(=O)CCC1C(=O)N1CCC(Cc2ccccc2)CC1 (stereo not given)
 : -4.3, 0.8, -0.3, 1, 15.5, -1.2, -10.3, -9.8, -8.0, 1
- COc1ccc(Oc2c(C)oc3c(CN(C)C)c(O)ccc3c2=O)cc1
 : -4.6, 1, -9.9, 1.1, -1.5, 2.1, 4.9, 4.4, 15.7, 1
- COc1ccc(-c2[nH]ncc2CN(C)Cc2nonc2C)c(OC)c1
 : -2.6, 0.9, -7.0, 1.1, 11.2, 1.5, 2.5, 4.7, 9.2, 1
- COC(=O)c1ccccc1NC(=O)Cn1c(-c2nonc2N)nc2ccccc21
 : 3.4, 0.9, -8.1, 1.1, 8.9, 4.2, -4.7, -7.0, 95.1*, 1
